Source: PubChem BioAssay (several laboratories)
MMP13 inh – human MMP13 inhibitors, primary screen, biochemical, FRET peptide cleavage; Collagenase 3 (Homo sapiens), P45452; actives 0.07% (n = 65,000); MMP-13 fTHP FRET cleavage, Mca fluorescence; inhibition, % at 4 µM; AID 570, 2006;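 active = inhibition above the mean of compound-free control plate wells plus 3 SD, cut at about 14% in these data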;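 note: 0% = DMSO wells and 100% = wells with reference MMP-13 inhibitor after basal subtraction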
JNK3 blocker – JNK3 kinase activity inhibitors, primary screen, biochemical, human, purified enzyme; Mitogen-activated protein kinase 10 (Homo sapiens), P53779; HTS; actives 0.61% (n = 60,000); AID 746, 2007; inhibition, % at 8 µM; in the data active = inhibition above about 17%;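 note: 0% = DMSO and 100% = reference inhibitor; many of its hits are not listed in these tables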
ROCK2 blocker – inhibitors of human ROCK2 kinase, primary screen, biochemical, high-throughput, luminescence. Rho-associated protein kinase 2 (Homo sapiens), O75116. purified ROCK2, Kinase-Glo ATP depletion luminescence. inhibition, % at 6 µM. actives 0.35% (n = 60,000). AID 604, 2007;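 active = inhibition above the screen-wide mean inhibition plus 3 SD, cut at about 18% in these data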;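 note: plate controls were DMSO wells for no effect and Y-27632 control wells after no-enzyme background subtraction for full effect; many of its hits are not listed in these tables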
Target sequence (O75116 whole entry, looked up): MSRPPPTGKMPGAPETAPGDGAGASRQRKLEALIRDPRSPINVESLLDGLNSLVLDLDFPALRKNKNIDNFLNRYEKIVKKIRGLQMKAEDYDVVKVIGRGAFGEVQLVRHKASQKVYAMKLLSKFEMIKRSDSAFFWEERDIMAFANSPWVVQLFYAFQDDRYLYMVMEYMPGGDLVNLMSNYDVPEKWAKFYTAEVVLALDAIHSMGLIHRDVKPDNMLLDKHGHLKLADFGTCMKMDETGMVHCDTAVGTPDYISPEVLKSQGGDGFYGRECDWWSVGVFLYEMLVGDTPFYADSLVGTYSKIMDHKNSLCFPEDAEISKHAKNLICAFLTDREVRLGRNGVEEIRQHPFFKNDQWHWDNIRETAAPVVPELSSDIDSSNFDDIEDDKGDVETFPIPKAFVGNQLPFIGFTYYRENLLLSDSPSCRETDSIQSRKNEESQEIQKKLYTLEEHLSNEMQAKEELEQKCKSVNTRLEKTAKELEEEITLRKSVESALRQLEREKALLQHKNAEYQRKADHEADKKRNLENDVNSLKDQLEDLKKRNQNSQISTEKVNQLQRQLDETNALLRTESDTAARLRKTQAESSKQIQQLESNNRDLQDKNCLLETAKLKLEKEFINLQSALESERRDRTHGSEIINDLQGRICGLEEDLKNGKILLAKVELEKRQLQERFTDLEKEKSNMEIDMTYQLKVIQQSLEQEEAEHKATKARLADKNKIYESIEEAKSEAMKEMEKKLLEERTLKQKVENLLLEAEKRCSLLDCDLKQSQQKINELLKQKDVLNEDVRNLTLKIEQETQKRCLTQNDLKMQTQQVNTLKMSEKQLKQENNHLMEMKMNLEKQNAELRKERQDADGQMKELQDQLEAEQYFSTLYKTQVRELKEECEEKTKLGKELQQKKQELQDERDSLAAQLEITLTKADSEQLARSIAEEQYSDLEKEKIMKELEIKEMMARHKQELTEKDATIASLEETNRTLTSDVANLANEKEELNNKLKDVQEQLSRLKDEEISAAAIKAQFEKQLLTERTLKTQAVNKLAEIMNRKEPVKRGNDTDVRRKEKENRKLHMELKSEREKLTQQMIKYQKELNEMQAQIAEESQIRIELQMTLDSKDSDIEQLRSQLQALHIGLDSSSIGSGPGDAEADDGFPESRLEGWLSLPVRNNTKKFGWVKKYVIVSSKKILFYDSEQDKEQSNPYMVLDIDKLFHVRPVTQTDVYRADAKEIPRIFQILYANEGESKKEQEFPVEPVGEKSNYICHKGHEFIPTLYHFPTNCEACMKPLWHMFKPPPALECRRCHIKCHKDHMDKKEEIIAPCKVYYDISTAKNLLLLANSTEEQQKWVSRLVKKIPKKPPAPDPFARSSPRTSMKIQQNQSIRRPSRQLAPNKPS
Fluor 339 460 – intrinsic fluorescence of library compounds, ex339/em460 – biochemical, MLSMR library, data from DPM-DC assay, artefact control, profiling panel; actives 5.5% (n = 65,000); compound autofluorescence, ex339/em460 nm, NADH buffer; hits give high values; 1 = no-compound wells, NADH background; fluorescence fold increase at 10 µM; AID 709, 2007;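 active = at 10 µM, mean starting fluorescence two-fold or more over control wells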;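 note: signal is the first read of a kinetic run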
HEK293 NFkB inh – inhibitors of PMA/ionomycin-induced NF-kB reporter, primary screen, antigen receptor NF-kB inhibitor project, cell-based, HEK-293 luciferase reporter, luminescence. HEK-293 NF-kB luciferase reporter. inhibition, % at 3 µM. actives 0.21% (n = 62,000). AID 465, 2006;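 active = inhibition above the mean of all tested compounds plus 3 SD, cut at about 40% in these data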;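 note: 0% = stimulated DMSO wells and 100% = 10 µM reference inhibitor 5653914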
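Signal: luciferase luminescence; Material: HEK-293 cells with stable firefly luciferase reporter driven by four HIV NF-kB elements; Probe or stimulus: PMA with ionomycin; Replication: tested once; Times: 1 h compound pretreatment, then 16 h stimulation at 37 °C, 5% CO2; Benchmarks: DMSO and 10 µM reference inhibitor; Evaluation: per-plate % inhibition versus controls.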
A340 absorber – compound light absorbance at 340 nm, profiling panel, artefact control, biochemical, MLSMR library, data from PS, PMK, MK assays; compound absorbance at 340 nm, fold over control; fold change at 10 µM; 65,000 tested, under 10 active;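 active = at 10 µM dose, initial 340 nm absorbance at least 2 fold that of control wells; inactive = change under 2 fold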;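 note: initial absorbance extrapolated from kinetic A340 decline of NADH oxidation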
PKA inh – inhibitors of human PKA kinase activity, primary screen, biochemical, ATP-depletion luminescence, Kemptide substrate | PKA Kemptide phosphorylation, Kinase-Glo ATP luminescence | inhibition, % at 6 µM | actives 0.1% (n = 65,000);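 active = inhibition above the screen-wide mean inhibition plus 3 SD, cut at about 21% in these data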; note: many of its hits are not listed in these tables
tolC growth inh – growth inhibitors of E. coli tolC mutant, primary screen, strain BW25113 ΔtolC::kan, 384-well; OD615; growth inhibition, % at 10 µM (by protocol); actives 2.2% (n = 65,000); AID 573, 2007;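 active = growth inhibition at or above a cutoff equal to the mean over every tested compound plus 3 SD, cut at about 60% in these data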;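 note: growth measured after 20 h incubation at 37 °C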
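Test system: E. coli BW25113 ΔtolC::kan bacteria | Medium: Kanamycin-containing LB broth (50 µg/mL) | Dosing: One dose of 10 µM final | Times: 20 h incubation with compound, 37 °C | Detection: Optical density read at 615 nm | Read-out basis: Percent growth inhibition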
NADH coupling – inhibitors of PK/LDH coupling enzymes, profiling panel, artefact control, biochemical, MLSMR library; IC50, µM (titrated, usually from 10 µM), without a hit: top-dose inhibition; actives 0.02% (n = 65,000); coupled PK/LDH NADH assays, four targets;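 active = single-dose screening hits from any of four coupled enzyme assays that gave an IC50 when retested across doses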;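 note: the DPM-DC format reads NADH fluorescence rather than 340 nm absorbance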
* = called active by the depositor; / = no result given; [ ] = another dose, or the depositor's remark. These rows are one share of the data; count on the stated rates, not on these rows.

Under each structure – MMP13 inh	JNK3 blocker	ROCK2 blocker	Fluor 339 460	HEK293 NFkB inh	A340 absorber	PKA inh	tolC growth inh	NADH coupling
- COc1ccc(OC)c(C2=NOC(C(=O)NCc3ccccn3)C2)c1 (stereo unspecified)
 : -2	-6	4	1.3	17	1	8	-11	5%
- OC(CN1CCCCC1)Cn1c(C(F)(F)F)nc2ccccc21 (stereo unspecified)
 : 1	-1	4	1	5	1	-2	-10	4%
- O=C(CCS(=O)(=O)c1ccc(Br)cc1)N1CCN(c2ccccc2)CC1
 : 7	3	1	1.1	-8	0.99	2	8	2%
- CCN(CC)C(=O)c1ccc(COc2ccccc2Br)o1
 : 6	2	13	0.96	16	0.99	16	22	3%
- O=C1CSC(=NC(=O)c2ccccc2)N1
 : 0	-1	8	1.1	-3	1.1	13	0	6%
- O=C(Cc1c(C(=O)O)[nH]c2ccc(Cl)cc12)Nc1ccc2c(c1)OCCO2
 : 1	3	8	1.1	7	1	3	16	1%
- CCc1nnc(NC(=O)CSc2nc3c(c(=O)n2CC)SC(C)C3)s1 (stereo unspecified)
 : 1	-1	0	1.1	17	1.1	-10	-11	4%
- Cc1ccc(-n2nnc3c(=O)n(Cc4ccccc4C)cnc32)cc1
 : 4	2	-3	1.1	11	1.1	7	-9	2%
- Nc1c(NCCCN2CCOCC2)c2ccccc2oc1=O
 : -1	3	1	1.2	-10	1.1	-6	-12	1%
- COc1cc(NC(=O)c2ccco2)c(OC)cc1NC(=O)CSc1nnc(-c2cccs2)n1C
 : 0	2	1	1.1	8	1.1	4	-4	1%
- COc1cc(C(=O)O)ccc1OC(C)=O
 : 1	-2	1	1	9	1	-2	-21	5%
- CCOC(=O)CC(=O)Nc1cc(Cl)ccc1O
 : 1	1	4	1.1	3	0.99	5	-11	4%
- O=C(CSCc1ccccc1Cl)N1CCN(c2ccccn2)CC1
 : 0	/	/	1.1	-4	1	-1	17	11%
- Cn1c(=O)c2c(nc(CN3CCN(c4ccc(F)cc4)CC3)n2CCN2CCOCC2)n(C)c1=O
 : 3	-2	4	1.1	4	0.99	-4	-19	3%
- CCC(C)n1[nH]c(=O)cc1N (stereo unspecified)
 : 0	8	-2	1.1	8	1	-5	-19	2%
- CCc1[nH]nc2c1C1(CCN(C(=O)OCc3ccccc3)CC1)C(C#N)=C(N)O2
 : -3	13	5	1	21	0.99	16	10	2%
- CCN(CC(=O)Nc1ccc2c(c1)OCCO2)c1ccc(S(=O)(=O)N2CCOCC2)cn1
 : 6	-5	-6	1.1	7	1	-8	-8	6%
- CC1(C)CC(=O)C(C=NC(CCC(N)=O)C(=O)O)=C(O)C1 (stereo unspecified)
 : 4	-4	0	1	4	0.99	-3	-23	3%
- Cc1ccc(-n2nc3c(c2NC(=O)c2ccc4c(c2)OCO4)CSC3)cc1
 : -3	/	/	1.4	10	1.1	8	2	7%
- CCCCC(=O)NC(Nc1nc(C2CC2)cs1)(C(=O)OCC)C(F)(F)F (stereo unspecified)
 : 2	5	2	0.95	-13	0.98	4	25	8%
- CCOC(=O)C1CCN(C2CC(=O)N(c3ccc(OCC)cc3)C2=O)CC1 (stereo unspecified)
 : 1	2	3	1	19	1	6	-13	7%
- N#CCn1nnc(-c2ccc3c(c2)OCO3)n1
 : 1	-2	3	1.1	16	1.1	-1	-4	7%
- O=C(Cn1cnc2c(nnn2-c2ccc(F)cc2)c1=O)NCc1ccco1
 : -1	0	8	1.1	-7	0.99	10	6	2%
- Cc1ccc2[nH]c(-c3ccccc3)c(CN3CCN(C)CC3)c(=O)c2c1
 : /	/	/	1.1	/	1.1	/	-11	2%
- CCOC(=O)c1c(NC(=O)c2ccc(Br)o2)sc(C)c1CC
 : 1	1	-5	2.1*	10	1.1	-13	11	2%[fluoresces]
- CCOc1cc(C(=O)Nc2cnccn2)cc(OCC)c1OCC
 : 1	3	-5	1.1	0	1	5	5	2%
- O=C1c2ccccc2-c2nccnc21
 : 0	6	6	1	1	1	11	3	3%
- COc1cc(NC(=O)C2CCCO2)c(C(=O)O)cc1OC (stereo unspecified)
 : -3	-3	8	1.1	-10	1	7	5	0%
- CCCCS(=O)CC(COCc1ccccc1)OC(=O)CSc1nc(C)cc(C)n1 (stereo unspecified)
 : 1	-3	4	1.1	6	1	8	8	5%
- CCn1c(=O)cc(C(=O)OC)sc1=Nc1ccc(F)c(F)c1
 : 7	-2	-2	1	19	1.1	2	15	6%

Continued (2 carried over from the part before).
Under each structure – MMP13 inh	JNK3 blocker	ROCK2 blocker	Fluor 339 460	HEK293 NFkB inh	A340 absorber	PKA inh	tolC growth inh	NADH coupling
- CCCCS(=O)CC(COCc1ccccc1)OC(=O)CSc1nc(C)cc(C)n1 (stereo unspecified)
 : 1	-3	4	1.1	6	1	8	8	5%
- CCn1c(=O)cc(C(=O)OC)sc1=Nc1ccc(F)c(F)c1
 : 7	-2	-2	1	19	1.1	2	15	6%
- CCOC(=O)Nc1ccc2c(c1)N(C(=O)CCN1CCN3CCCC3C1)c1ccccc1CC2 (stereo unspecified)
 : -7	-4	9	1.2	2	1.1	4	-12	1%
- O=C(Nc1nc(-c2nc3ccccc3s2)cs1)c1ccco1
 : 1	3	0	1.4	-2	1.1	4	5	1%
- CCOC(=O)C(NC(=O)c1ccc(OC)cc1)(Nc1cc(C)on1)C(F)(F)F (stereo unspecified)
 : -8	-8	4	1.1	2	1	2	-5	3%
- Cc1cc2cc(CCNS(C)(=O)=O)c(=O)[nH]c2cc1C
 : -4	-3	3	1.6	2	1.1	-1	-28	9%
- CN1CC[n+]2cnc3ccccc3c21
 : -1	-4	5	1.2	2	1	3	-26	4%
- CCSc1ccccc1C(=O)n1nnc2ccccc21
 : 3	1	6	1.1	12	1	15	-13	3%
- C=CCn1c(N)c(C(=O)OC(C)(C)C)c2nc3ccccc3nc21
 : -313[fluorescence artefact?]	1	-4	2.5*	/	0.98	-12	5	5%[fluoresces]
- Cc1ccc(NC(=O)c2cc(N3CCOCC3)nc3ccccc23)cc1
 : -15	0	6	1.6	/	1	6	13	10%
- O=C1CS/C(=N\c2ccccn2)N1C1CCCCC1
 : 3	3	-1	1.1	15	0.96	0	0	8%
- COC(=O)CN1C(=O)C(C)(C)Oc2ccc(C(=O)NC3CC3)cc21
 : -3	-7	-1	1.1	10	1	8	9	5%
- COc1ccc(CNC(=O)C2CCN(S(=O)(=O)c3cccc4cccnc34)CC2)cc1
 : 0	0	5	1.1	13	1	8	-3	15%
- CCOC(=O)c1ccc(CC(=O)c2oc3cc(O)ccc3c2C)o1
 : -8	2	4	1.6	18	1.1	-1	44	3%
- O=C(c1ccc(S(=O)(=O)N2CCCCC2)cc1)N1CCCc2ccccc21
 : -3	-1	1	1.1	7	1.1	-3	13	0%
- COc1ccc(Cl)cc1C(=O)NCC(C)C
 : -2	-2	-3	1.1	10	1	-10	-6	6%
- CCOC(=O)CC1=C(C(=O)OCC)C(c2ccncc2)C(C#N)=C(N)O1 (stereo unspecified)
 : 2	7	6	1.1	-4	1	11	-13	5%
- CC1(C(=O)O)CCC(C(=O)Nc2ccc(S(N)(=O)=O)cc2)C1(C)C (stereo unspecified)
 : 5	-13	-3	1.1	14	1	-10	-15	2%
- Cc1cccc(NC(=O)c2cnc3sccn3c2=O)c1
 : 0	-2	-1	1	-27	1.2	-5	0	5%
- CCOc1cccc(-c2nnc3sc(-c4cc(OC)c(OC)cc4OC)nn23)c1
 : 3	3	5	1.6	11	1.1	3	0	5%
- COc1ccc(OC)c(-c2cc(C(=O)NCCCn3ccnc3)no2)c1
 : 2	5	0	1.2	11	1.1	-3	12	6%
- CCOc1ccc(-n2cc(C(=O)Nc3cccc(C)n3)c3cc(OC)c(OC)cc3c2=O)cc1
 : 4	0	5	1.1	21	0.99	13	40	3%
- CC1CN(C2CCN(S(=O)(=O)c3ccccc3)CC2)CC(C)O1 (stereo unspecified)
 : 3	3	3	1	/	1	5	2	14%
- O=S(=O)(c1ccc2nc(Cc3ccccc3)[nH]c2c1)N1CCOCC1
 : 3	-4	1	1.1	12	0.99	16	13	8%
- CCOC(=O)N1CCC(NCCNC(=O)c2ccccc2Cl)CC1
 : 5	-7	-3	1.1	-10	1	-8	-13	4%
- CCc1nnc(NC(=O)CSc2nnc(Cc3ccccc3)n2Cc2ccccc2)s1
 : -2	0	4	1.1	-2	0.95	2	-3	7%
- CCN(CC(=O)NC)S(=O)(=O)c1ccc(C)cc1
 : 3	0	3	0.11	16	1	-2	-10	9%
- CN1C(=O)C(=C2CCCCCC2)SC1=S
 : 2	-5	15	1	20	1	8	22	14%
- COc1cc(-c2nnc(COc3ccc4cc(Br)ccc4c3)o2)cc(OC)c1OC
 : 2	6	5	1.1	3	1.1	8	29	6%
- CCOC(=O)c1[nH]c(C)c(C(=O)Nc2cccc(Cl)c2C)c1C
 : -2	-4	0	1.1	-6	0.97	-2	-2	5%
- Oc1ccccc1-c1nnc(COc2ccccc2)o1
 : -2	7	-5	1.3	15	1	9	16	13%
